Bioassay records (PubChem)
CHRM5 PAM: potentiates acetylcholine response at human M5 receptor. P08912. activation, % at 3 µM. 0.3% of 360,000 active. AID 624038. CHO-K1 hM5, Fluo-8 calcium, ACh EC20 PAM; 0% = ACh EC20, 100% = ACh EC100;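 active = activation above the run cutoff, the mean activation of all test compounds plus 3 SD, cut at about 18% in these data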
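Replicates: One well per compound, no replicates | System: Human M5 receptor in CHO-K1 cells | Benchmarks: Low control EC20 acetylcholine (0%), high control EC100 acetylcholine (100%) | Probe or stimulus: Acetylcholine, EC20 level | Times: Fluo-8 loading 80 min at 37 °C plus 30 min room temperature | Signal: Intracellular calcium via Fluo-8 fluorescence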
CHRM5 agonist: CHRM5 agonism in calcium assay; P08912; AID 624037; 0.19% of 360,000 active; CHO-K1 hM5 cells, Fluo-8 calcium fluorescence; 0% DMSO wells, 100% maximal acetylcholine response; activation, % at 3 µM;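 active = activation above the run's mean over test compounds plus 3 SD, cut at about 23% in these data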;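 note: signal is peak over basal fluorescence ratio across the kinetic read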
CHRM1 PAM: potentiates human M1 receptor response to acetylcholine; P11229; CHO-K1 hM1, Fluo-8 calcium fluorescence, ACh EC20; 0% = ACh EC20, 100% = maximal ACh; activation, % at 3 µM; 0.088% of 360,000 active; AID 588819; in the data active = activation above about 19%, passing the limit was not always enough
M4 antag: antagonists of human muscarinic M4 receptor (CHRM4) | P08173 | CHO-hM4 cells, ACh EC80, Fluo-8 calcium fluorescence | inhibition, % at 3 µM | 0.73% of 360,000 active | AID 624125;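 active = inhibition above its plate's cutoff, the mean inhibition of sample wells plus 3 SD, cut at about 27% in these data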;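 note: 0% = acetylcholine EC80 with DMSO and 100% = DMSO without agonist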
Target sequence (P08173 whole entry, looked up): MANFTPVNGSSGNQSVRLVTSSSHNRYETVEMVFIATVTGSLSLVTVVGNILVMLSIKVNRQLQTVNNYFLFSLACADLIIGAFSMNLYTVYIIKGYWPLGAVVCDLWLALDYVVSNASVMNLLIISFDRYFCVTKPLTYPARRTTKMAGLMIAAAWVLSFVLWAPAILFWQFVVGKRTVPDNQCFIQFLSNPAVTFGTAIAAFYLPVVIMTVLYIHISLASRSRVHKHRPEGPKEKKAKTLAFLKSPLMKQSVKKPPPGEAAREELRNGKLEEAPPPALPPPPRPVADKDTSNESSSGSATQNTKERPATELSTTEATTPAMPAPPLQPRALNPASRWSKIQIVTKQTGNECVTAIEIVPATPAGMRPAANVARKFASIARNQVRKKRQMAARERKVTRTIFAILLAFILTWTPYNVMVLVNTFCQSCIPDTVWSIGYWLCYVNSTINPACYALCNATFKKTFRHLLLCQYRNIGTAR
M4 ag: CHRM4 agonism in calcium assay | 0.14% of 360,000 active | CHO-K1 hM4/Gqi5, Fluo-8 calcium fluorescence; vehicle 0%, full acetylcholine response 100% | AID 624127 | P08173 | activation, % at 3 µM;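 active = activation above the run mean over all test wells plus 3 SD, cut at about 32% in these data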;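 note: peak over basal fluorescence ratio per well then scaled between controls; 0% = DMSO wells and 100% = acetylcholine at EC100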
M5 antag: CHRM5 antagonism in calcium assay. inhibition, % at 3 µM. 0.59% of 360,000 active. AID 624040. CHO-hM5 cells, Fluo-8 calcium fluorescence, ACh EC80;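 active = inhibition above a per-plate cutoff, the mean of that plate's test compounds plus 3 SD, cut at about 27% in these data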;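 note: 0% = acetylcholine EC80 with DMSO and 100% = DMSO without agonist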
TAAR1 ag: human TAAR1 agonism. CHO RD-HGA16 TAAR1, Fluo-8 calcium fluorescence; vehicle wells 0%, saturating PEA agonist 100%. activation, % at 3 µM. 0.99% of 360,000 active;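 active = activation above the mean activation of all test compounds in the run plus 3 SD, cut at about 38% in these data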
Target sequence (Q96RJ0 whole entry, looked up): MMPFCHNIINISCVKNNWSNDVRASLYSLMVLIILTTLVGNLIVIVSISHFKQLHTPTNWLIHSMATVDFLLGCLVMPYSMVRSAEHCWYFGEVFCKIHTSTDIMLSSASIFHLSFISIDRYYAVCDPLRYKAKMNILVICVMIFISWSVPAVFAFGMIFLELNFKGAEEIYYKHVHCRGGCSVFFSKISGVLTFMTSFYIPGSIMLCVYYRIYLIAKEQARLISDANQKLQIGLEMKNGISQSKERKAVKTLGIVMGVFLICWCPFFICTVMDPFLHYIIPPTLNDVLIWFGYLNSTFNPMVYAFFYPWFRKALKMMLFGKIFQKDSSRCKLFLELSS
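System: CHO-derived RD-HGA16 cells with stable Gα16 and human TAAR1. Times: 17-24 h plating, Fluo-8 75 min 37 °C, 30 min RT. Measured by: calcium-sensitive Fluo-8 signal, excitation 470-495, emission 515-575 nm. Read-out basis: % activation relative to PEA EC100 response. Control set: DMSO and PEA EC100. Repeats: no replicates (n 1).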
M1 antag: blocks human M1 muscarinic receptor; 1.3% of 360,000 active; P11229; inhibition, % at 3 µM; CHO-K1 hM1, Fluo-8 calcium fluorescence, ACh EC80 antagonist; AID 588852;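 active = percent inhibition above its own plate's cutoff, namely the mean of that plate's compound wells plus 3 SD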;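 note: peak over basal fluorescence ratio during 140 s after agonist addition; 0% = ACh EC80 plus DMSO and 100% = DMSO alone without agonist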
M1 ag: human M1 muscarinic receptor agonism; CHO-K1 hM1, Fluo-8 calcium fluorescence, agonist mode; 0% DMSO, 100% acetylcholine EC100; activation, % at 3 µM; 0.33% of 360,000 active; AID 588814;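 active = activation above the run's mean compound activation plus 3 SD, cut at about 16% in these data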;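 note: peak over basal fluorescence ratio within a 140 s kinetic read after compound addition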
* hit, by the source's call. These rows are one share of the data. The share of hits here may be higher or lower than overall.

item	molecule	CHRM5 PAM	CHRM5 agonist	CHRM1 PAM	M4 antag	M4 ag	M5 antag	TAAR1 ag	M1 antag	M1 ag
1	CCCCC(CCC(=O)O)(C(=O)OCC)c1csc(Nc2ccc(C)cc2)n1 (stereo not drawn)	-11	2	-12	4	10	14	1	4	-8
2	C#Cc1ccc(NC(=O)C2(C)CCN2C(=O)CC(c2ccccc2)c2ccccc2)cc1 (stereo not drawn)	-7	-3	-5	8	-1	0	0	-3	-7
3	CSc1nc2ccc(NC(=O)c3ccc(Cl)s3)cc2s1	2	0	2	-13	1	-4	-1	-12	1
4	CC(=O)c1ccc(N2CCN(C(=O)CN(C)S(=O)(=O)c3cnc[nH]3)CC2)cc1	3	2	5	2	1	5	4	-5	-4
5	COc1cc2c(cc1OC)C(c1ccccc1F)OC(=O)C2 (stereo not drawn)	0	-1	4	4	0	0	10	0	-5
6	CCCN(CC(=O)Nc1ccc(F)c(F)c1F)CC(=O)Nc1c(C)n(C)n(-c2ccccc2)c1=O	4	3	-8	10	2	2	5	14	-3
7	COc1cccc(C2C(C(C)=O)=C(O)C(=O)N2CCc2c[nH]c3ccccc23)c1 (stereo not drawn)	-1	7	2	1	0	3	3	-23	3
8	COC(=O)c1ccc(N2NC(=O)/C(=C/c3ccc(-c4ccc(Cl)c(C(=O)O)c4)o3)C2=O)cc1	-5	3	2	5	0	10	-1	-4	-3
9	O=C(CSc1ccc(-c2ccco2)nn1)N1CCCC1	-2	-1	9	-7	1	3	3	-6	-6
10	COc1ccc(C(CNC(=O)Cc2ccccc2F)N2CCCCC2)cc1 (stereo not drawn)	2	-15	-7	1	0	10	1	-1	-8
11	Cc1cccc(C(=O)NCCN2CCCC2)c1	1	-3	11	-3	1	-3	1	-13	-7
12	O=C(NCc1ccccn1)C(=O)NCC(c1ccco1)N1CCN(c2ccc(F)cc2)CC1 (stereo not drawn)	-1	3	4	7	3	6	2	-2	-2
13	C[C@@H]1CCCCO[C@@H](CN(C)Cc2ccc3c(c2)OCO3)[C@@H](C)CN([C@H](C)CO)C(=O)c2cc(NS(=O)(=O)c3ccccc3)ccc2O1	3	-3	-2	-13	0	-14	-1	-10	-11
14	COc1ccc(OCC(O)Cn2c(Br)nc3c2c(=O)[nH]c(=O)n3C)cc1 (stereo not drawn)	-10	8	2	1	6	2	10	-4	0
15	COc1ccc(C(=O)n2nnc3ccccc32)cc1OC	3	0	6	5	0	-12	3	-2	-7
16	COc1ccccc1-c1nnc(NC(=O)c2ccccc2F)o1	-5	0	3	5	0	2	0	-5	-3
17	O=C(NCc1ccc(F)cc1)C1CCCN1C(=O)Nc1ccccc1 (stereo not drawn)	1	3	6	8	0	-6	-2	-18	-3
18	Cc1ccc(NC(=O)C(C)N=C2NS(=O)(=O)c3ccccc32)cc1 (stereo not drawn)	-7	1	1	4	1	10	1	5	-1
19	Cc1ccc(NC(=O)CN(C2=NC3CS(=O)(=O)CC3S2)c2ccccc2)cc1 (stereo not drawn)	-4	2	3	-8	8	4	1	-7	-1
20	COc1ccc(-c2coc3cc(O)ccc3c2=O)cc1	-4	3	-1	-15	1	-1	0	-23	0
21	CC(C)c1ccc(NC(=S)NN2CCN(C)CC2)cc1	-5	-1	-4	-14	2	12	16	6	-3
22	CCc1cccc(CC)c1N(COC)C(=O)Cn1c(CO)nc2ccccc21	2	-1	13	11	1	-1	9	-10	-3
23	CC1=C(C(=O)N(C(C)C)C(C)C)CC(CC(=O)NCc2cccc3ccccc23)C(=O)N1CCC1=CCCCC1 (stereo not drawn)	-6	-1	-5	-7	1	3	0	15	-5
24	CC(C)OC(=O)CSc1nnc(Cc2ccccc2)n1C	11	-2	14	-11	2	-11	10	-8	-1
25	O=C(CN1C(=O)c2ccccc2S1(=O)=O)NC1CCCC1	0	-2	5	-10	0	-1	4	-8	-5

Quoted from the listing:
compound 10 – M5 antag: 10
compound 1 – M1 antag: 4

Returning to the listing, repeating the 5 entries before the break.
item	molecule	CHRM5 PAM	CHRM5 agonist	CHRM1 PAM	M4 antag	M4 ag	M5 antag	TAAR1 ag	M1 antag	M1 ag
21	CC(C)c1ccc(NC(=S)NN2CCN(C)CC2)cc1	-5	-1	-4	-14	2	12	16	6	-3
22	CCc1cccc(CC)c1N(COC)C(=O)Cn1c(CO)nc2ccccc21	2	-1	13	11	1	-1	9	-10	-3
23	CC1=C(C(=O)N(C(C)C)C(C)C)CC(CC(=O)NCc2cccc3ccccc23)C(=O)N1CCC1=CCCCC1 (stereo not drawn)	-6	-1	-5	-7	1	3	0	15	-5
24	CC(C)OC(=O)CSc1nnc(Cc2ccccc2)n1C	11	-2	14	-11	2	-11	10	-8	-1
25	O=C(CN1C(=O)c2ccccc2S1(=O)=O)NC1CCCC1	0	-2	5	-10	0	-1	4	-8	-5
26	Cc1cc(C)nc(NC(=O)c2ccc(Cl)c(Cl)c2)n1	6	-2	-5	1	0	-2	5	6	-3
27	O=C(NCCc1ccccc1)c1cccc(NC(=O)c2ccccc2)c1	-2	2	0	-18	12	-5	6	-5	-1
28	Cc1cccc(NC(=O)c2cc(Cl)ccc2[N+](=O)[O-])c1	-3	-2	-7	-2	-1	-1	4	16	-4
29	Cc1ccc(SCc2c(C(=O)N/N=C/c3ccoc3)nnn2-c2nonc2N)cc1	6	-1	4	-6	3	-10	5	-5	-3
30	CCOC(=O)c1c(C)c(C(=O)OCC)n(C)c1C	1	-4	0	5	-1	4	11	4	-4
31	CC1CCCC(NC(=O)CN(C)S(=O)(=O)c2cccc3cccnc23)C1C (stereo not drawn)	-8	3	-4	-2	5	2	4	-8	-2
32	Cc1cc(Cl)c(S(=O)(=O)Nc2ccc3c(c2)OCCO3)cc1OCC(N)=O	4	6	9	-2	3	2	9	-18	1
33	CCO/C=C/C(O)(CNC(=O)COc1ccccc1F)C(F)(F)F (stereo not drawn)	-3	0	2	0	0	1	-1	-6	-4
34	Cc1cccc(CS(=O)(=O)Cc2ccc(C(=O)O)o2)c1	-3	1	10	-6	0	-5	2	-24	-2
35	COc1cc(Cl)ccc1OCc1cc(C(=O)N(C)CC2CCCCO2)no1 (stereo not drawn)	7	-2	4	2	2	-4	0	-11	-5
36	Cc1ccc(S(=O)(=O)N2C[C@@H]3[C@H]4CC[C@H](C4)[C@@H]3[C@@H](C)[C@@H]2c2ccn([Si](C(C)C)(C(C)C)C(C)C)c2)cc1	0	2	8	-11	1	-1	5	-19	0
37	O=C(CN1C(=O)S/C(=C/c2cccs2)C1=O)N1CCOCC1	-2	0	-11	1	0	4	0	38*	-3
38	COc1ccc(N(C)S(=O)(=O)c2cccc(C(=O)NCc3ccc4c(c3)OCO4)c2)cc1	7	3	2	-7	6	-4	17	-1	-6
39	O=C(NCc1cccnc1)C1CCN(S(=O)(=O)N2CCC3(CC2)OCCO3)CC1	-2	2	-2	-2	2	-3	5	-15	-1
40	CC(C)Oc1ccc(C(=O)NN2C(=O)NC3(CCCCC3)C2=O)cc1	1	-2	12	7	2	7	-2	-15	-4
41	Cc1nnc(NC(=O)CCSc2ccc(Cl)cc2)s1	-7	-1	7	-7	1	10	1	-9	-6
42	O=C(Nc1cccc(S(=O)(=O)N2CCCCC2)c1)c1cnccn1	6	-1	-3	-3	13	-14	8	5	-5
43	Nc1cccc(S(=O)(=O)c2ccc(N)c(N)c2)c1	-6	0	15	1	2	5	7	-8	-6
44	CCOC(=O)CN1N=C(/C=C/c2ccc(C)cc2)CCC1=O	2	-8	1	-1	0	-3	5	-4	-5
45	CCCCSc1nnc(CCC)n1N	2	1	11	5	0	-7	3	-7	-3
46	CC(C)NC(=O)N(C)C[C@H]1Oc2ccc(NC(=O)CCC(F)(F)F)cc2C(=O)N([C@H](C)CO)C[C@@H]1C	6	1	9	-5	1	10	1	-1	-2
47	CCCCCCCSc1nc(N)cc(=O)[nH]1	1	4	-1	7	2	-3	0	5	-1
48	C=CC(=O)N1c2ccccc2Sc2ccc(NC(=O)OCC)cc21	-3	-3	11	4	1	-2	17	-4	-4
49	CCCCn1nc(C(=O)NCC(=O)Nc2c(C)cccc2C)c2ccccc2c1=O	-6	-1	-8	-11	5	7	1	28	-4
50	O=C(N/N=C/c1cccc2ccccc12)c1ccncc1	0	5	2	-21	-1	2	1	-4	-4

The listing continues.
item	molecule	CHRM5 PAM	CHRM5 agonist	CHRM1 PAM	M4 antag	M4 ag	M5 antag	TAAR1 ag	M1 antag	M1 ag
51	NS(=O)(=O)c1cc(C(=O)NC2CCSc3ccccc32)ccc1Cl (stereo not drawn)	-2	-3	2	-12	1	0	1	6	-6
52	Cc1cc(NC(=O)C(C)C)ncc1NC(=O)c1ccccn1	-1	0	10	1	1	-9	1	0	-5
53	CCOC(=O)c1cc2c(=O)n3cccc(C)c3nc2n(CCOC)c1=NC(C)=O	-10	-5	12	4	1	19	2	-9	-3
54	COc1ccc(CNC(=O)c2cc3ccccc3oc2=O)cc1	8	-5	24	-8	2	-8	4	-23	-1
55	CC(=O)N1C(Nc2ccc(Cl)cc2)CCN1c1ccccc1 (stereo not drawn)	-5	-6	6	1	2	10	11	-4	-3
56	O=C(NNC(=O)C1CC1)c1ccc(F)cc1F	5	-2	10	9	-1	9	5	-19	0
57	O=C(N[C@@H]1C/C=C\C[C@@H](CC(=O)N(CCO)Cc2ccccc2)C(=O)NC[C@H](c2ccccc2)OC1=O)OCC1c2ccccc2-c2ccccc21	0	-3	3	-29	4	0	7	-10	-9

Given with each value named: 4 of the compounds above.
[13] C[C@@H]1CCCCO[C@@H](CN(C)Cc2ccc3c(c2)OCO3)[C@@H](C)CN([C@H](C)CO)C(=O)c2cc(NS(=O)(=O)c3ccccc3)ccc2O1
  CHRM5 PAM: 3
  CHRM5 agonist: -3
  CHRM1 PAM: -2
  M4 antag: -13
  M4 ag: 0
  M5 antag: -14
  TAAR1 ag: -1
  M1 antag: -10
  M1 ag: -11
[14] COc1ccc(OCC(O)Cn2c(Br)nc3c2c(=O)[nH]c(=O)n3C)cc1 (stereo not drawn)
  CHRM5 PAM: -10
  CHRM5 agonist: 8
  CHRM1 PAM: 2
  M4 antag: 1
  M4 ag: 6
  M5 antag: 2
  TAAR1 ag: 10
  M1 antag: -4
  M1 ag: 0
[15] COc1ccc(C(=O)n2nnc3ccccc32)cc1OC
  CHRM5 PAM: 3
  CHRM5 agonist: 0
  CHRM1 PAM: 6
  M4 antag: 5
  M4 ag: 0
  M5 antag: -12
  TAAR1 ag: 3
  M1 antag: -2
  M1 ag: -7
[16] COc1ccccc1-c1nnc(NC(=O)c2ccccc2F)o1
  CHRM5 PAM: -5
  CHRM5 agonist: 0
  CHRM1 PAM: 3
  M4 antag: 5
  M4 ag: 0
  M5 antag: 2
  TAAR1 ag: 0
  M1 antag: -5
  M1 ag: -3
